Assay outcomes: PubChem, National Center for Advancing Translational Sciences (NCATS)
GLS inhibitor: qHTS for Inhibitors of Glutaminase (GLS); Glutaminase kidney isoform, mitochondrial (Homo sapiens), O94925; GLS enzymatic activity, qHTS titration; Potency, µM (series often up to 45.5 µM), for inactives: at the highest dose activity change, negative = inhibition, most hits filed as inhibitors; 410,000 tested, 0.21% active; further: potency means the concentration at half of the fitted maximal effect; on the % scale 0 is the no-effect control and ±100 the full control effect
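hKGA; 45 mM KH2PO4 pH 8.2 + 0.02% Tween-20; cpd via pin tool; 1 mM Gln soln; GluOx/HRP/Amplex Red; RT 30 min; fluor. t0 & final.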
POLH inh: qHTS for Inhibitors of Polymerase Eta; recombinant Pol eta, fluorescent DNA replication assay; Potency, µM (doses to about 114 µM), inactives show top-dose activity change, negative = inhibition, hits mostly inhibitors; 390,000 tested, 1.2% active; AID 588591, 2011; further: potency means the concentration at half of the fitted maximal effect; on the % scale 0 is the no-effect control and ±100 the full control effect
Target sequence (Q9Y253 whole entry, looked up): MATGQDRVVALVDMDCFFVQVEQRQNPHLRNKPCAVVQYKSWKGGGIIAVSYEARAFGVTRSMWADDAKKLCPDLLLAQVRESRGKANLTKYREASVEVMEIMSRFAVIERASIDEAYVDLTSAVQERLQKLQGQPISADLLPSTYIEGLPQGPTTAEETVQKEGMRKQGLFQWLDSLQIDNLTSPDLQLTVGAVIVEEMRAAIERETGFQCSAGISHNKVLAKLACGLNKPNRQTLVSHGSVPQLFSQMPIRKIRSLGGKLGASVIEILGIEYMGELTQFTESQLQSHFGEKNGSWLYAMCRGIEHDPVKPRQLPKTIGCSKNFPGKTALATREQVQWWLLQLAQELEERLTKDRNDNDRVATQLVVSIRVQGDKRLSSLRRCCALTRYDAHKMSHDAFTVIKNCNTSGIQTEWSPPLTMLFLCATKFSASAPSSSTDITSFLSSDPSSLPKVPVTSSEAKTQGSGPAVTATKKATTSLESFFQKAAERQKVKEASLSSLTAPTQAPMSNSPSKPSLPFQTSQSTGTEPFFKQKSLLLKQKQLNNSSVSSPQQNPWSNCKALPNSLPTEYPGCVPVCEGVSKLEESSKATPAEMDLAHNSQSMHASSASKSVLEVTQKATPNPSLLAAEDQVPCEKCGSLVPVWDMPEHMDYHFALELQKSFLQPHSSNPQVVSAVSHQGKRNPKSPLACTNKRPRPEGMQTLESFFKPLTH
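Pol eta (10 nM) was preincubated with compounds for 15 min at room temperature, after which fluorescent replication substrate (50 nM final) was added to start the reaction. Fluorescence was read kinetically at 0 and 10 min.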
BAZ2B inh: qHTS Assay for Inhibitors of BAZ2B; AlphaScreen BAZ2B-H3K14Ac peptide displacement; 360,000 tested, 4.4% active; AID 504333, 2011; Potency, µM (doses to about 114 µM), without a hit: at the highest dose activity change, negative = inhibition, usual class: inhibitors; Bromodomain adjacent to zinc finger domain protein 2B (Homo sapiens), Q9UIF8; further: potency means the concentration at half of the fitted maximal effect; on the % scale 0 is the no-effect control and ±100 the full control effect; nearly all actives have a fitted effect of over 60% in size
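Complex of BAZ2B and biotin-H3K14Ac (50 nM apiece) forms over 30 min at RT, then faces library compounds up to 110 uM for another 30 min; AlphaScreen beads added, 20 min dark incubation, luminescence read.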
HP1b binding inh: HTS for Inhibitors of HP1-beta Chromodomain Interactions with Methylated Histone Tails. 390,000 tested, 0.56% active. AlphaScreen HP1-beta / biotin-H3K9me3 peptide binding. Potency, µM (doses to about 114 µM), for the others: at the highest dose activity change, negative = inhibition, actives largely listed as inhibitors. AID 540317, 2011; further: potency means the concentration at half of the fitted maximal effect; nearly all actives have a fitted effect of over 70% in size; inactives centre near 23
Target sequence (P83916 whole entry, looked up): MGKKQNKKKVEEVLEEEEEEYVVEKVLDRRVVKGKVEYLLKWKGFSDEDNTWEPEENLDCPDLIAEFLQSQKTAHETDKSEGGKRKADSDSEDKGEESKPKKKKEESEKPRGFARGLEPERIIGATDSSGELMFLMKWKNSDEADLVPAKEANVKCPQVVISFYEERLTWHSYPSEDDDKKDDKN
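Compound inhibition of the preformed complex between 50 nM HP1-beta and 50 nM biotinylated H3K9me3 peptide was read by AlphaScreen. Buffer was PBS pH 7.4 with 0.01% Tween-20. Incubations ran 30 min at room temperature, with 10 ug/mL donor/acceptor beads.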
G9a inh: qHTS Assay for Inhibitors of Histone Lysine Methyltransferase G9a; G9a H3K9 monomethylation, AlphaScreen, 2 h; 350,000 tested, 8.8% active; Histone-lysine N-methyltransferase EHMT2 (Homo sapiens), Q96KQ7; AID 504332, 2011; Potency, µM (top dose mostly 102 µM), for the others: at the highest dose activity, negative = inhibition, usual class: inhibitors; further: potency means the concentration at half of the fitted maximal effect; on the % scale 0 is the no-effect control and ±100 the full control effect; nearly all actives have a fitted effect of over 75% in size
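Quantitative HTS format: methyltransferase activity on a biotin-tagged H3K9 peptide is measured by AlphaScreen, using a rabbit anti-monomethyl-H3K9 antibody with streptavidin donor and anti-IgG acceptor beads. Final levels are 20 nM enzyme, 500 nM peptide, 20 uM SAM; 2 h RT.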
Pin1 inh: qHTS Assay to Find Inhibitors of Pin1; Peptidyl-prolyl cis-trans isomerase NIMA-interacting 1 (Homo sapiens), Q13526; Pin1 FP peptide displacement, HiFluor488, 10 min; Potency, µM (top dose mostly 115 µM), without a hit: top-dose activity, negative = inhibition, actives largely listed as inhibitors; 390,000 tested, 0.009% active; active means well fitted inhibition curve with a large enough effect in the polarisation, with a control signal flat, not every such curve was filed as active; inconclusive means small, poorly fitted or top-dose-only effect, or effect the other way, or a change in a side signal; inactive means no such curve, though single readings can be large or run the other way; the % refers to the polarisation; further: potency means the concentration at half of the fitted maximal effect; on the % scale 0 is the no-effect control and ±100 the full control effect
Target sequence (Q13526 whole entry, looked up): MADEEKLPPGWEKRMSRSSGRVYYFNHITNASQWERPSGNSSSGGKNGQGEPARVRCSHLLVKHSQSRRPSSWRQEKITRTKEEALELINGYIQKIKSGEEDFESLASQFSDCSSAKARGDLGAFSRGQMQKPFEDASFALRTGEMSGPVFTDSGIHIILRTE
JMJD2A Tudor: qHTS Assay for Inhibitors of JMJD2A-Tudor Domain. Lysine-specific demethylase 4A (Homo sapiens), O75164. AlphaScreen JMJD2A-Tudor / H3K4me3 peptide binding. Potency, µM (highest dose often 114 µM), inactives show top-dose activity change, negative = inhibition, most hits filed as inhibitors. 390,000 tested, 4.4% active; further: potency means the concentration at half of the fitted maximal effect; on the % scale 0 is the no-effect control and ±100 the full control effect; nearly all actives have a fitted effect of over 50% in size
Tb PGK inh: qHTS Assay to Find Inhibitors of Phosphoglycerate Kinase; Phosphoglycerate kinase, glycosomal (Trypanosoma brucei brucei), P07378; PGK/GAPDH coupled, Kinase-Glo luminescence, 60 min; Potency, µM (top dose mostly 57.5 µM), inactives show at the highest dose activity change, negative = inhibition, most hits filed as inhibitors; 380,000 tested, 0.043% active; further: potency means the concentration at half of the fitted maximal effect; on the % scale 0 is the no-effect control and ±100 the full control effect; nearly all actives have a fitted effect of over 60% in size
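Recombinant glycosomal PGK reaction used 1,3-bisphosphoglycerate generated in-well by GAPDH (100nM final) in 100mM TEA pH 7.6, 5mM MgCl2, 0.01% Tween-20. After 60 minutes at room temperature, ATP was read by Kinase-Glo Plus luminescence end-point.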
PI4K2A inh: qHTS for small molecular inhibitors of PI4K2A; activity change, negative = inhibition, % at 76.9 µM; Phosphatidylinositol 4-kinase type 2-alpha (Homo sapiens), Q9BTU6; 420,000 tested, 0.13% active; purified PI4K2A, ADP-Glo luminescence, 1 h; hits give low values; in the data active means activity change below about -50%; inconclusive means mostly about -30% to -49%;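 further: -100% = wells without enzyme as full effect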
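ADP-Glo luminescence measured ADP generated by PI4K2A enzyme (4 ug/mL before mixing) with 1.2 mM PI substrate (pre-mix) and 300 microM ATP (pre-mix). Tris pH7.5 buffer with MgCl2, Triton X-100; 1 h reaction at ambient temperature.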
An asterisk follows results filed as active; i = inactive; ? = inconclusive; / = no result given; [ ] = dose if it differs, or a comment. Unless noted, the call rests on the fitted dose curve; in most records, active means well fitted curve in the direction sought with a large enough effect; inconclusive means small, poorly fitted or top-dose-only effect, or another doubt; inactive means no such curve, though single readings can be large; an effect the other way counts as inactive or inconclusive. This is a subset. The share of hits here may be higher or lower than overall.

SMILES	GLS inhibitor	POLH inh	BAZ2B inh	HP1b binding inh	G9a inh	Pin1 inh	JMJD2A Tudor	Tb PGK inh	PI4K2A inh
COc1ccc(C2C=C(c3ccccc3)Nc3nc(NS(=O)(=O)c4ccc(C)cc4)nn32)cc1 (stereo not given)	-27.8%	-29.2%	1.7%	18.3%	-2.5%[59 µM]	25.5%	-19.2%	-12.7%	0.4
COc1ccc(N(C(C)C(=O)Nc2cccnc2)S(C)(=O)=O)cc1 (stereo not given)	1.8%	7.9%	1.3%	21.8%	9.0%	-9.5%	-6.2%	7.3%	4.9
CC(=O)N1CCOc2ccc(S(=O)(=O)N3CCC(C(=O)NCc4ccccc4)CC3)cc21	-4.6%	-7.5%	-16.8%	18.8%	16.1%	-8.4%	-9.0%	-2.6%	2.8
Cc1cc(C)cc(Nc2ncc3c(n2)CCCC3=O)c1	4.2%	-17.0%	3.9%	23.1%	2.8%[59 µM]	1.0%	-0.4%	3.5%	5.5
CCOC(=O)C1=C(COC(=O)/C=C/c2cccc([N+](=O)[O-])c2)NC(=O)NC1C (stereo not given)	-10.7%	-20.0%	-5.5%	11.9%	-42.1%	-2.7%	-16.0%	i	-0.7
Cc1cc(C(=O)COC(=O)c2ccc(O)cc2)c(C)n1-c1ccccc1F	16.2%	-6.3%	?	-17.4%	?	1.9%	?	-0.5%	4.4
C/C=C(\C)CN1CCC(Oc2ccc(C(=O)NCc3ccccn3)cc2)CC1	-3.1%	-10.7%	-10.3%	32.8%	10.3%	-6.0%	-8.6%	i	4.6
CC(C)C(=O)Nc1ccc(Cc2ccc(NC(=O)C(C)C)c(O)c2)cc1O	18.2%	-4.0%	4.9%	6.6%	24.0%[59 µM]	1.8%	-23.4%	-2.6%	-1.2
CCCCN(C)CCn1c(=S)[nH]c2cc(OCC)c(OCC)cc2c1=O	0.4%	-15.8%	-21.7%	58.7%[activator]	11.2µM*	-6.4%	-13.4%	0.0%	3.4
O=C(Nc1cccnc1)c1cc(-c2ccco2)on1	0.6%	2.0%	1.3%	14.7%	?	?	-6.0%	-10.4%	-9.5
CC(C)N(C(=O)CSc1nnc(CNc2ccc(F)cc2)o1)C(C)C	11.8%	-22.0%	4.9%	34.1%	-33.4%[59 µM]	?	-1.1%	6.4%	6.2
O=C(Nc1ccc(Cl)cc1)c1cc2c(cc1O)[nH]c1ccccc12	12.6µM*	-10.6%	-21.3%	-3.7%	?	8.7%	-11.1%	-2.2%	7.9
Cc1cccc(C)c1N1C(=O)CC(N(O)c2ccccc2)C1=O (stereo not given)	50.6%[activator]	6.5%	-17.3%	56.2%[activator]	?	0.5%	7.6%[57.1 µM]	-2.0%	-5.8
COC(=O)C1=C(C)N(C(C)C)C(=O)C1(NC(=O)c1ccccc1OC)C(F)(F)F (stereo not given)	-5.2%	-15.0%	-15.9%	38.8%[activator]	1.7%[59 µM]	1.8%	4.5%	8.4%	1.6
Cc1sc2ncnc(SCC(=O)NNC(=O)c3ccco3)c2c1C	-2.6%	9.0%	?	48.0%[activator]	-29.9%	10.7%	-3.4%	-1.5%	1.0
O=C(O)CN1C(=O)/C(=C/c2ccsc2)SC1=S	1.3%	-18.1%	79.4µM*	22.9%	31.6µM*	-4.0%	-11.7%	5.2%	-1.2
COc1ccc(/C=N/NC(=O)c2nc(-c3ccccc3)cc(-c3ccccc3)n2)cc1	-2.5%	-6.3%	8.7%	12.8%	25.3%[59 µM]	12.0%	-9.0%	3.8%	6.4
COc1cc2c(cc1OC)C(COc1ccc3c(C)cc(=O)oc3c1)N(C(=O)c1ccccc1C)CC2 (stereo not given)	14.5%	-1.3%	-7.1%	19.3%	0.8%[59 µM]	2.3%	-9.6%	i	-0.8
COCCOC(=O)c1ccc(NC(=O)COc2ccc([N+](=O)[O-])cc2)cc1	-13.3%	-0.2%	-0.3%	?	12.2%	-1.5%	-13.6%	-1.8%	2.5
COC(=O)c1ccc2c(=O)n(CCCCCC(=O)N3CCN(c4cccc(C)c4C)CC3)c(=O)[nH]c2c1	-3.1%	-12.2%	-11.4%	17.3%	?	-2.8%	-24.3%	i	1.2
COc1cc(/C=N/NC(=O)c2cc(C)oc2C)ccc1O	?	-26.6%	1.4%	13.8%	-49.8%	0.3%	-3.8%	-1.4%	5.7
COc1ccc(-c2nnc(COc3ccc(Br)cc3C)o2)cc1	1.1%	-19.2%	/	93.6%[activator]	/	-3.6%	48.6%[activator]	-6.8%	-0.4
CC(C)Cc1cc(C(=O)Nc2cccc(O)c2)no1	8.9%	-3.2%	-3.2%	24.7%	/	-0.1%	-7.0%	-13.2%	?
CCc1nnc2c(Nc3cc(OC)c(Cl)cc3OC)nc3ccccc3n12	-1.0%	-20.7%	2.0%	50.3%[activator]	3.8%[59 µM]	1.2%	-0.3%	-5.6%	0.3
Cc1nc(-n2cc(F)c(=O)[nH]c2=O)c2nc(C)oc2n1	-0.8%	-15.3%	5.8%	28.8%	-9.8%[59 µM]	?	-11.7%	-2.4%	-1.9

One compound at a time, as listed above. Order of values: GLS inhibitor | POLH inh | BAZ2B inh | HP1b binding inh | G9a inh | Pin1 inh | JMJD2A Tudor | Tb PGK inh | PI4K2A inh
`COC(=O)c1ccc2c(=O)n(CCCCCC(=O)N3CCN(c4cccc(C)c4C)CC3)c(=O)[nH]c2c1` is entered as -3.1% | -12.2% | -11.4% | 17.3% | ? | -2.8% | -24.3% | i | 1.2
`COc1ccc(-c2nnc(COc3ccc(Br)cc3C)o2)cc1` is entered as 1.1% | -19.2% | / | 93.6%[activator] | / | -3.6% | 48.6%[activator] | -6.8% | -0.4

Further records follow:
SMILES	GLS inhibitor	POLH inh	BAZ2B inh	HP1b binding inh	G9a inh	Pin1 inh	JMJD2A Tudor	Tb PGK inh	PI4K2A inh
Cc1cccc(C(=O)Nc2ccc(NC(=O)CN3CCOCC3)cc2)c1	0.0%	-1.4%	2.1%	24.7%	?	0.3%	-3.6%	-11.3%	0.3
O=C(COc1ccccc1F)OCC(=O)c1ccc([N+](=O)[O-])cc1	3.4%	-2.2%	/	4.0%	/	-1.3%	-23.3%	i	2.3
Cc1cc(C(=O)NC2CC(C)(C)Cc3c2cnn3-c2ccccc2)n[nH]1 (stereo not given)	0.1%	-9.7%	-4.4%	27.7%	8.9%	-3.6%	-8.7%	i	1.0
CCN(CC(=O)NC(=O)NC1CCCC1)Cc1ccccc1	1.5%	-24.7%	-1.4%	35.6%	-0.8%	0.8%	-4.1%	i	3.1
Cc1cccc(N2CC(C(=O)OCC(=O)c3ccc(OC(=O)c4cccs4)cc3)CC2=O)c1C (stereo not given)	0.0%	-14.1%	1.5%	14.2%	6.3%	15.7%	-16.7%	12.1%	10.8
Cc1c(C(=O)NCc2cccc(Cl)c2)sc2nc[nH]c(=O)c12	-7.2%	7.0%	-1.2%	10.1%[57 µM]	-0.3%[59 µM]	-10.4%	-15.8%	i	0.5
COc1ccc(-n2nc(C(=O)Nc3ccc(Br)cc3C)c3c4ccccc4n(C)c3c2=O)cc1	0.5%	/	/	51.4%[activator]	10.1%[59 µM]	0.5%	2.3%	/	-0.5
COC(=O)c1sccc1NC(=O)Nc1cc(C)cc(C)c1	-1.7%	-11.8%	-1.4%	45.5%[activator]	29.9%	-1.2%	-11.0%	-4.1%	-1.2
O=C(NNC(=S)Nc1ccccc1Cl)C1CC1	-1.6%	-9.9%	-1.2%	25.6%	-1.0%	1.6%	-16.0%	-2.0%	-1.5
COc1ccc(-n2c(C)cc(/C=C3\SC(=S)N(Cc4ccco4)C3=O)c2C)cc1	-4.4%	-11.1%	?	-4.7%	25.1µM*	?	?	-5.9%	-0.2
Cc1ccc(C(C)NC(=O)c2ccc3c(c2)OCO3)cc1C (stereo not given)	-21.1%	-23.0%	1.8%	42.8%[activator]	23.5%	-1.8%	-4.1%	-4.2%	-2.9
CCNC(=S)N=Nc1c(O)n(Cc2ccc(Cl)cc2)c2ccccc12	6.6%	-19.6%	?	?	?	1.9%	?	-2.2%	4.9
COc1ccc(OC)c(S(=O)(=O)N2CCN(CC(O)CN3CCOCC3)CC2)c1 (stereo not given)	0.7%	-6.7%	10.7%	32.0%	-2.9%[12.7 µM]	-4.7%	8.4%	0.0%	-1.5
CC(C)C(C(=O)NC1CCCC1)N(CC1CCCO1)C(=O)CNS(=O)(=O)c1ccccc1 (stereo not given)	13.9%	3.1%	1.9%	7.5%	15.8%	1.7%	-1.4%	4.4%	-0.5
O=C(C1=NN(c2ccccc2)C2C(=O)N(c3cccc(Cl)c3)C(=O)C12)c1ccccc1 (stereo not given)	83.6%[activator]	-18.1%	22.3%	114.9%[activator]	99.3%[activator][59 µM]	?	53.0%[activator]	-1.4%	-16.6
Cc1cccc(C)c1-n1ncc(C(=O)NC2CCCC2)c1C1CCNCC1	5.8%	-15.4%	-8.6%	49.1%[activator]	-5.9%	-1.4%	-15.5%	-9.6%	-1.8
